NPR2 activator: human GC-B receptor activators, primary screen, HEK293 GC-B cells, cGMP TR-FRET, EC30 CNP; Atrial natriuretic peptide receptor 2 (Homo sapiens), P20594; 0% at EC30 CNP, 100% saturating CNP; activation, % at 10 µM; actives 0.11% (n = 370,000); AID 1920062, 2024;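 active = activation at 10 µM reaching about 35% in either raw or pattern-adjusted values, limit read from the data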
Target sequence (P20594 whole entry, looked up): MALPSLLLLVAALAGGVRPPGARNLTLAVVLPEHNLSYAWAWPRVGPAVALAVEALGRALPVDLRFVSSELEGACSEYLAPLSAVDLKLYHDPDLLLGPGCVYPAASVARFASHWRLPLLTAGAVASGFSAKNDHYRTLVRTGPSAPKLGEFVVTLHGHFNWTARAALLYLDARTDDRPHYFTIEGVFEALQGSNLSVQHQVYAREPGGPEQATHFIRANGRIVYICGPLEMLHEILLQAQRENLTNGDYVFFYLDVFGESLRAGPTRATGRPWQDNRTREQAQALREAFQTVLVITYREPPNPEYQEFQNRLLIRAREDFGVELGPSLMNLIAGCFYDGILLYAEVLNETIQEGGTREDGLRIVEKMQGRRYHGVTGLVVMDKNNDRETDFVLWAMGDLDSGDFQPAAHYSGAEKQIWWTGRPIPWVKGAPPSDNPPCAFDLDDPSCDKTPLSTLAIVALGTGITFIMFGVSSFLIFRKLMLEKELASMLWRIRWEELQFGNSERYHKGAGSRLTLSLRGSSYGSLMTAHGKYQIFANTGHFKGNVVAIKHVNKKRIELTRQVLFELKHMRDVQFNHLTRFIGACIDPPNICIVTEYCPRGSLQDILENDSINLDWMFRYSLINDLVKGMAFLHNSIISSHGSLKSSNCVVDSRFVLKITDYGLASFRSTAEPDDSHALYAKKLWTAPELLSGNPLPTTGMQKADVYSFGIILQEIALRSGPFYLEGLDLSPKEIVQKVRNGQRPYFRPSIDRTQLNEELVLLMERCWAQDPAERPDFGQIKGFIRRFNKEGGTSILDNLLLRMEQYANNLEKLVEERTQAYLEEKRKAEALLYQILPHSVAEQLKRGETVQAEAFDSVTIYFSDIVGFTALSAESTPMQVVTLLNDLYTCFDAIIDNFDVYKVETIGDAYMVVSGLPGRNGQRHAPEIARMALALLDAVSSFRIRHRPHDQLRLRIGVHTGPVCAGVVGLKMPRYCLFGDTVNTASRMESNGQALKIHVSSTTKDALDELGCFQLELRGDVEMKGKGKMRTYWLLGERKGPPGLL
NPR1 activator: GC-A stimulated cGMP production enhancers – HEK293 GC-A cells, cGMP TR-FRET, EC30 ANP, primary screen; Atrial natriuretic peptide receptor 1 (Homo sapiens), P16066; 0% at EC30 ANP, 100% saturating ANP; activation, % at 10 µM; actives 0.14% (n = 370,000); AID 1671463, 2021; in the data active = activation above about 40%
FXN GAA850 act: FXN promoter activators, primary screen, cell-based, luciferase luminescence, HEK293 lucGAA850 | activation, % at 6 µM | HEK293 lucGAA850 FXN promoter luciferase reporter, 24 h; percent of 10 µM SAHA response | AID 540364, 2011 | actives 0.56% (n = 360,000);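 active = activation above the average of all compounds screened plus 3 SD, cutoff fixed separately per campaign, cut at about 7.5% in these data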;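 note: 0% = DMSO wells and 100% = 10 µM SAHA wells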
proKLK7 act: proKLK7 zymogen activators, primary screen, biochemical, fluorescence intensity; AID 652039, 2013; activation, % at 7 µM; purified proKLK7, EDANS-DABCYL substrate fluorescence; 100% is mature enzyme control, 0% vehicle; Kallikrein-7 (Homo sapiens), P49862; actives 0.9% (n = 370,000);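 active = activation above the mean of all tested compounds plus 3 SD, computed per campaign excluding outliers beyond control limits, cut at about 13% in these data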
ARFGAP1 inhibitor: inhibitors of rat ARFGAP1 GAP activity, primary screen, biochemical, fluorescence polarization, GDP tracer; ADP-ribosylation factor GTPase-activating protein 1 (Rattus norvegicus), Q62848; Arfgap1-stimulated ARF1 GTP hydrolysis, GDP FP detection; inhibition, % at 16.5 µM; actives 0.26% (n = 360,000); AID 651572, 2012;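 active = inhibition above a per-plate limit, mean inhibition of low control wells plus 3 SD, cut at about 25% in these data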;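 note: 0% = DMSO wells with enzyme and 100% = wells lacking Arfgap1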
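system = rat Arfgap1 catalytic domain, aa 1-136 | technique = FP, GDP Alexa 633 tracer displaced from anti-GDP antibody, 620/688 nm | compound = one concentration, 16.5 µM, DMSO 1.26% | medium = HEPES-based buffer, pH 7.5 | timing = compound-enzyme preincubation 20 min, reaction 120 min, detection 60 min, 25 °C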
ASAP1 inh: inhibitors of human ASAP1 ArfGAP activity, primary screen, biochemical, fluorescence polarization; Arf-GAP with SH3 domain, ANK repeat and PH domain-containing protein 1 (Homo sapiens), …; ASAP1-stimulated ARF1 GTP hydrolysis, GDP FP detection; inhibition, % at 16.5 µM; actives 0.19% (n = 360,000); in the data active = inhibition above about 25%;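 note: 0% = vehicle with enzyme and substrate and 100% = no enzyme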
rCAG RNA binder: binders of r(CAG) RNA repeats, primary screen, biochemical, fluorescence; inhibition, % at 3 µM; actives 1.3% (n = 370,000); r(CAG) RNA repeat, TO-PRO-1 dye displacement fluorescence; AID 651821, 2012;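 active = inhibition above the plate cutoff, the mean of all test compounds on that plate plus 3 SD, cut at about 35% in these data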;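 note: 0% = DMSO alone and 100% = 100 µM mitoxantrone as full dye displacement; higher means more dye released from RNA so lower well fluorescence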
sPLA2-III inh: human group III sPLA2 inhibitors, primary screen, biochemical, QFRET, BODIPY PC-A2 liposome substrate | AID 743126, 2013 | QFRET BODIPY PC-A2 liposome hydrolysis, fluorescence | inhibition, % at 12.2 µM | actives 0.56% (n = 370,000) | Group 3 secretory phospholipase A2 (Homo sapiens), Q9NZ20;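 active = inhibition above mean plus 3 SD of compounds lying within the high and low control bounds, cut at about 19% in these data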;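 note: 0% = median of test compound wells and 100% = no enzyme DMSO wells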
Tn6 DDE FP: inhibitors of Tn6 peptide binding to fibrin DD(E), primary screen, biochemical, fluorescence polarization, human fibrin, Tn6 probe; Fibrinogen beta chain (Homo sapiens), P02675; Fibrin DD(E) TRITC-Tn6 fluorescence polarization displacement; inhibition, % at 8.3 µM; actives 0.21% (n = 370,000); AID 720509, 2013;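 active = inhibition above a per-campaign cutoff: mean of compounds within control limits plus 3 SD, cut at about 15% in these data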;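 note: 0% = median of all compound wells on the plate and 100% = blocking peptide control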
ADAM10 inh: human ADAM10 inhibitors, primary screen, biochemical, QFRET, HTS; Disintegrin and metalloproteinase domain-containing protein 10 (Homo sapiens), O14672; recombinant ADAM10, EDANS/DABCYL FRET peptide cleavage, 3 h; inhibition, % at 7 µM; actives 0.62% (n = 370,000);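 active = inhibition above a per-campaign cutoff equal to the mean of compounds falling between control-based bounds plus 3 SD, cut at about 20% in these data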;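 note: 0% = DMSO wells while the 100% control is not disclosed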
An asterisk follows results filed as active; i = inactive; x = no result given.

Values run as follows: NPR2 activator, NPR1 activator, FXN GAA850 act, proKLK7 act, ARFGAP1 inhibitor, ASAP1 inh, rCAG RNA binder, sPLA2-III inh, Tn6 DDE FP, ADAM10 inh
O=c1[nH]c(NNC(=S)NCc2ccccc2)nc2c1C1(CCCCC1)Cc1ccccc1-2
    -6, -7, 1.5, -1.2, 7, 8, 18, 23*, -2, -13
Cc1ccc(OCc2nc(C#N)c(NCc3ccc4c(c3)OCO4)o2)cc1
    -1, 7, 2.3, 0.1, 6, 6, -4, -28, -1, 18
CCOc1ccc(/C(O)=C2/C(=O)C(=O)N(CCN(CC)CC)C2c2ccco2)cc1 (stereo not drawn)
    1, 0, -0.5, -0.1, 2, 3, 2, -4, -4, 3
NC(=O)c1ncn([C@@H]2O[C@H](CNCc3cnc(N4CCOCC4)s3)[C@@H](O)[C@H]2O)n1
    2, 4, -0.3, 0.3, 8, 9, 2, 5, 1, 1
CCN(CC(=O)Nc1c(F)cccc1F)C(=O)c1c(-c2ccccc2Cl)noc1C
    -2, 0, 0.0, 0.0, -8, 1, 5, 3, 2, -29
COc1cc(NC(=S)NCCCN2CCOCC2)cc(OC)c1
    2, -4, 1.7, -0.3, -7, 3, 1, 7, 4, -5
Cc1cccc(/C=N/Nc2nncc3ccccc23)c1
    -5, 1, 1.4, -0.4, 1, 0, -3, 0, 0, 2
Cc1nc(NC(=O)C(C)Oc2cccc(Cl)c2)sc1C(=O)N(C)C (stereo not drawn)
    -1, -6, 1.0, -0.1, -2, -12, -4, -7, 4, 0
O=C(c1ccc([N+](=O)[O-])cc1)N1CCC(Cc2ccccc2)CC1
    2, 5, -0.3, -0.3, -2, 3, -6, -3, 1, 2
COc1cc(/C=C2/NC(=O)N(CC(=O)Nc3ccc(C)cc3)C2=O)ccc1Oc1ccc([N+](=O)[O-])cn1
    2, -1, -0.2, -0.4, -2, 4, 3, -5, 1, 2
COc1ccc(CCN(C)C2CCCN(C(=O)Cn3cnnn3)C2)cc1OC (stereo not drawn)
    -5, 0, 1.6, -0.2, 1, 0, -3, 5, -9, 7
Cn1c(/C(C#N)=C(\O)c2cc(Cl)sc2Cl)nc2ccccc21
    0, -1, 1.4, -0.4, 8, -4, 2, 5, 3, 3
Cc1cccc(NC(=O)c2cnc3ccccn3c2=O)c1
    -8, 4, 0.1, -0.3, -2, -1, 3, 5, -4, 2
CCN(CC)CCN1C(=O)C(=O)/C(=C(/O)c2cccc(OC)c2)C1c1ccccn1 (stereo not drawn)
    5, 5, 1.1, -0.1, 11, -1, -4, 4, -1, 1
c1cncc(CNC2CCCc3ccccc32)c1 (stereo not drawn)
    -1, -2, 1.8, -0.2, -1, 2, -3, -2, -6, 2
CCN(CC(=O)Nc1ccc(OC)cc1)C(=O)c1cc([N+](=O)[O-])ccc1N1CCOCC1
    3, 2, 0.6, 0.1, 3, -7, -10, 4, -11, 6
CCC1=NN(C(=O)COc2ccccc2C)C(O)(c2ccncc2)C1 (stereo not drawn)
    11, 0, 0.8, -0.9, -10, 16, 1, 1, 7, -3
O=C1OC2(CCCCC2)OC(=O)C1=CNc1nc2ccccc2s1
    -1, 4, -0.8, 0.1, 8, 1, 1, 2, -1, -2
COc1ccc(-c2nc(C(=O)NCC3CCCO3)cc3c2[nH]c2ccccc23)cc1 (stereo not drawn)
    10, 10, -14, -3.0, 10, 18, 8, -17, -16, -322
Cc1oc(-c2ccccc2)nc1CS(=O)CC(=O)NC1CCCCCC1 (stereo not drawn)
    -3, -2, 1.6, -0.1, 4, -4, 1, 2, -6, 1
Cc1cc(C)cc(NC(=O)c2cc(S(=O)(=O)N3CCCC3)cn2C)c1
    0, -3, -2.4, 0.6, -4, -5, 2, 5, -3, 1
CCOC(=O)CSc1nnnn1-c1cc(OC)c(Cl)cc1OC
    1, -1, -0.7, 0.0, 12, -2, 1, 4, -1, 3
COc1ccc(NC(=O)N2CCN(S(=O)(=O)c3ccc(F)cc3)CC2)c(OC)c1
    1, 0, -0.4, -0.5, -2, 7, -4, 1, -5, 4
CN1CCN(c2nc(-c3ccccc3Cl)nc3ccccc23)CC1
    -5, 0, -0.1, 0.1, 2, 8, -10, -7, 3, 2
CNC(=O)c1csc(-c2ccc(Cl)cc2)n1
    0, 0, 3.2, -0.4, 8, -14, -1, 4, -2, 8
COCCn1c(=NC(=O)c2cc(-c3cccs3)nc3ccccc23)sc2cc(S(N)(=O)=O)ccc21
    0, -1, -3.5, -138, 10, 13, 36*, -9, -6, -229
O=C(CSc1nnc(COc2ccccc2)o1)NC1CC2CCC1C2 (stereo not drawn)
    6, -1, -1.2, -0.7, 6, 5, -4, -3, 0, -2
COc1ccc(CC(=O)O/N=C(\N)c2ccccn2)cc1
    3, 1, 5.2, -0.4, 3, -4, -3, -4, 9, -5
CCCCN(C(=O)C1=NN(c2ccccc2)C(=O)CC1)c1c(N)n(CC(C)C)c(=O)[nH]c1=O
    -4, 1, 0.3, -0.1, 1, 8, 1, 18, -7, -13
O=C1CCC(=O)N1c1ccc(NCc2ccccc2Cl)c([N+](=O)[O-])c1
    9, 2, 3.8, 0.8, 4, -3, 0, 1, -8, 5
Cc1c(NC(=O)/C(=C/c2cccs2)c2cccs2)c(=O)n(-c2ccccc2)n1C
    0, -4, 0.9, -0.1, 3, 4, 12, -7, -7, 8
COc1ccc(C2=NN(CCC(=O)NC3CCCCCC3)C(=O)CC2)cc1
    -8, -11, -0.3, 0.0, 0, 3, -5, 3, 5, -10
COc1ccc(CCNC(=O)C(=O)Nc2ccc3c(c2)OCO3)cc1OC
    -2, 0, 0.4, -0.5, 14, 10, -3, 2, 6, 1
Cc1cc(C)n(C(=O)c2ccc(C)c(S(=O)(=O)N3CCCC3)c2)n1
    1, 0, 0.9, 0.3, 0, 14, 1, 5, -5, -5
CCOC(=O)c1ccc(Nc2ncnc3ccccc23)cc1
    -6, -1, 4.8, -0.4, -9, -1, -4, 2, -4, -23
COc1cccc(-n2c(SCC(N)=O)nnc2-c2ccncc2)c1
    1, 4, -0.4, 0.8, 6, 6, -3, 8, 8, 0
CC(C)C(C(=O)NCc1ccccc1)N1CCN(CCN2CCOCC2)CC1 (stereo not drawn)
    11, 1, x, 1.0, 6, -9, 1, -1, -5, -7
O=C(CSc1nnc(-c2ccco2)o1)N1CCOCC1
    0, 3, -2.4, 1.0, -6, -4, 2, 7, 3, 0
COc1cc(C(=O)O/N=C2/C=CC(=O)C(C)=C2C)cc(OC)c1OC
    -7, 6, -0.1, -0.3, 8, 2, 4, -2, 1, -6
COc1ccccc1CN1CC(C(=O)NCCN2CCOC2=O)CCC1=O (stereo not drawn)
    5, 1, 3.3, -0.5, -4, 4, -4, 4, -8, -11
O=C(COC(=O)Cc1n[nH]c(=O)c2ccccc12)NNC(=O)c1ccc(Cl)cc1
    -3, -1, 0.6, 1.3, -2, -5, 8, -13, 9, -5
C#CCOc1ccc2c(C)cc(=O)oc2c1
    0, 3, 0.3, -6.5, 9, -3, 3, 11, 3, i
CN(C)c1ccc(N/C=C/C(=O)C(C)(C)C)cc1
    -8, -2, -0.1, 1.1, -53, 0, 8, 6, 5, 1
CCCCCOc1ccc(C(=O)NCC(=O)NCC(=O)OCC)cc1
    -1, 6, -3.8, 0.2, 6, 4, -2, -4, 3, 5
CSc1ccc(C2C3(C#N)C(N)=NC4(OCCO4)C23C#N)cc1 (stereo not drawn)
    -1, -4, -0.6, -0.2, 0, 3, 4, -3, 2, -1
Cc1ccccc1CSc1ccc(-c2ccc3c(c2)OCO3)nn1
    2, 2, 1.8, 0.3, -18, 10, 3, -5, -11, 15
O=C(c1cc(Cl)ccc1Cl)N1CCc2ccccc21
    2, 1, 1.1, 0.4, -10, -6, -4, -1, 2, 1
CC(C)(C)NC(=O)C(OC(=O)Cn1nnc(-c2ccc(F)cc2)n1)c1ccncc1 (stereo not drawn)
    -2, 8, -1.6, 0.2, 7, -12, -3, 6, -2, 2
Cc1ccccc1N1C(=O)Cc2ccccc2C1=O
    3, 3, -0.6, -0.9, -1, 12, 11, -3, -2, 10
COc1ccc(/C=N/NC(=O)c2nc(-c3ccccc3)n(-c3ccccc3)n2)cc1OC
    -3, -5, -3.2, 1.2, 2, 6, -4, 12, 0, -15

The list continues.
Values run as follows: NPR2 activator, NPR1 activator, FXN GAA850 act, proKLK7 act, ARFGAP1 inhibitor, ASAP1 inh, rCAG RNA binder, sPLA2-III inh, Tn6 DDE FP, ADAM10 inh
COc1ccc(CN2CCC(CNC(=O)NC3CCC(C)CC3)CC2)cc1 (stereo not drawn)
    -9, 4, x, 0.4, x, x, 2, 13, 4, -8
CCOc1ccccc1-n1c(=O)c2ccccc2c2ccccc2c1=O
    -5, -21, 2.2, -0.5, 0, 5, -1, 5, 1, -4
CCCCCCn1c(N2CCCC2)nc2c1c(=O)n(C)c(=O)n2C
    -9, -2, 1.2, 0.7, -7, -2, 0, 2, -3, -6
COCCNc1nc(-c2ccc(Cl)cc2C)c2sccc2n1
    3, -3, 1.5, -3.1, 2, -9, 0, -1, 3, i
CCOC(=O)CSc1cc(C)nc(N)n1
    2, 1, 4.2, 0.0, 3, 4, 1, 9, -3, -10
COc1ccccc1C(=O)NCC(c1cccs1)N1CCc2ccccc21 (stereo not drawn)
    -3, -6, -3.0, -0.1, 7, 3, -5, 7, 1, -1
COc1ccccc1CN(C)C(=O)c1ccccc1SCC(=O)N1CCCC1
    -5, -2, 1.7, 0.2, -7, -3, -1, -2, 5, -5
O=C(O)C1CCC(c2ccc(-c3ccccc3)cc2)CC1 (stereo not drawn)
    5, 5, 5.3, -0.1, 8, 0, 6, 4, 2, -3
CC(C)c1ccc(NC(=O)Cn2ncc3ccccc32)cc1
    -8, -1, 5.1, 0.1, 10, 2, 0, -15, 4, 6

Grouped by structure, those above with two or more sulfur atoms (2)
Values run as follows: NPR2 activator, NPR1 activator, FXN GAA850 act, proKLK7 act, ARFGAP1 inhibitor, ASAP1 inh, rCAG RNA binder, sPLA2-III inh, Tn6 DDE FP, ADAM10 inh
COCCn1c(=NC(=O)c2cc(-c3cccs3)nc3ccccc23)sc2cc(S(N)(=O)=O)ccc21
    0, -1, -3.5, -138, 10, 13, 36*, -9, -6, -229
Cc1c(NC(=O)/C(=C/c2cccs2)c2cccs2)c(=O)n(-c2ccccc2)n1C
    0, -4, 0.9, -0.1, 3, 4, 12, -7, -7, 8

Compound activity: PubChem BioAssay, several laboratories
